# From PubChem
# Myeloid diff 2: induction of myeloid progenitor differentiation, primary screen, cell-based, flow cytometry, MLPCN library; 360,000 compounds, 1% hits; calls only at 10 µM; ER-HoxA9 myeloid progenitors, lysozyme-GFP differentiation; AID 624256, 2012;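 active = normalized GFP-positive differentiation at or above the plate's own cutoff, the solvent-only control mean plus 3 SD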;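 also: cells exposed to compound for four days before flow analysis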
# LYP inhibition: inhibitors of LYP phosphatase, biochemical, fluorescence intensity, uHTS (AID 1779) | one-dose inhibition, % at 11.5 µM; IC50 in µM for titrated hits | recombinant LYP phosphatase, fluorescence intensity; higher % means a stronger effect | 290,000 compounds, 0.054% hits | Tyrosine-protein phosphatase non-receptor type 22 (Homo sapiens); in the data active = inhibition above about 50%;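 also: plate controls were vehicle with enzyme for no effect and no enzyme for full effect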
# NTR1 ag: agonists of NTR1, primary screen, imaging, U2OS cells, beta-arrestin-GFP, high content (AID 493036) | Neurotensin receptor type 1 (Homo sapiens), P30989 | NTR1-U2OS beta-arrestin-GFP spot imaging, agonist mode | activation, % at 20 µM | 330,000 compounds, 0.17% hits;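 active = activation at or above 40% of the spot to cytoplasm intensity ratio, with at least 20 cells analyzed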;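 also: 0% = DMSO without peptide and 100% = 100 nM NTR1 peptide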
# Target sequence (P30989 whole entry, looked up): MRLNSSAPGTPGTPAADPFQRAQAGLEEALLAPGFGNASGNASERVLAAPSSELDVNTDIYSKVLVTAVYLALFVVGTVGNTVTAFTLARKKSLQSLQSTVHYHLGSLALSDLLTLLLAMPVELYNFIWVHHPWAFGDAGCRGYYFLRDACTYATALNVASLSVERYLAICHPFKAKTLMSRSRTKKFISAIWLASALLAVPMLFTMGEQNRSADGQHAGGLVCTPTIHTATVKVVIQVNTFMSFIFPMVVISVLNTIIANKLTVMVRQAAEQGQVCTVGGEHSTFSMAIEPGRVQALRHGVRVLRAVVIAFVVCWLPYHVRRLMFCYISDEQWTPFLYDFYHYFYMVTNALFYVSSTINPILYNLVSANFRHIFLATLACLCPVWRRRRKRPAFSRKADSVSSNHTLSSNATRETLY
# PhoP inhibition: inhibitors of PhoP regulon expression, primary screen, Salmonella Typhimurium, GFP reporter (AID 1863) | S. Typhimurium PhoP-regulated promoter GFP reporter, 4 h; higher % means a stronger effect | inhibition, % at 50 µM; hits with a dose series show IC50 in µM | 300,000 compounds, 0.16% hits;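 active = inhibition over 29.93%, a cutoff 3 SD above the screen mean, later confirmed by dose response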;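 also: 0% = low Mg2+ inducing control and 100% = high Mg2+ repressing control; strong numbers were not always called active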
# SIAH1 antagonists: Siah-1 peptide-binding antagonists, primary screen, biochemical, fluorescence polarization, rhodamine-plectin, uHTS (AID 1817); displacement, % at 20 µM; hits with a dose series show IC50 in µM; 290,000 compounds, 0.02% hits; Siah-1 / rhodamine-plectin peptide fluorescence polarization; higher % means a stronger effect;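 active = displacement of at least 50% at 20 µM, with a fluorescence ratio check between 0.3 and a set limit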;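 also: plate controls were Siah plus tracer with DMSO for no effect and tracer alone without Siah for full effect; strong numbers were not always called active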
# HIV fusion peptide: inhibitors of HIV fusion peptide binding, primary screen, biochemical, uHTS, fluorescence dequenching (AID 1986); cell-free peptide binding, fluorescence dequenching, 30 min; higher % means a stronger effect; one-dose inhibition, % at 20 µM; IC50 in µM for titrated hits; 290,000 compounds, 0.3% hits; in the data active = inhibition mostly above about 52%, no sharp cut-off; inactive = mostly below about 76%; also: some results filed as inactive read as strong as hits
# GPR35 antagonists: GPR35 antagonists blocking zaprinast-driven arrestin recruitment, primary screen, imaging, U2OS, beta-arrestin-GFP, zaprinast agonist (AID 2058) | G-protein coupled receptor 35 (Homo sapiens) | U2OS GPR35 beta-arrestin-GFP translocation imaging, zaprinast antagonism; higher % means a stronger effect | inhibition, % at 10 µM, or IC50 in µM where a hit was titrated | 290,000 compounds, 0.052% hits;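 active = inhibition of at least 50% with at least 30 cells and total cytoplasm GFP at most 10,000,000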
# GPR55 LPI antagonism: GPR55 antagonists blocking LPI-driven arrestin recruitment, primary screen, imaging, U2OS, beta-arrestin-GFP, LPI agonist (AID 2013) | G-protein coupled receptor 55 (Homo sapiens) | U2OS GPR55 beta-arrestin-GFP translocation imaging, LPI antagonism; higher % means a stronger effect | inhibition, % at 10 µM, or IC50 in µM where a hit was titrated | 290,000 compounds, 0.13% hits;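 active = spots per cell inhibited over 60%, with over 100 cells counted and total cytoplasm intensity under 500,000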;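 also: U2OS cells stably carrying GPR55 and arrestin-GFP stimulated by 5 µM LPI near EC80; imaged beta-arrestin-GFP aggregate spots per cell after agonist stimulation; plate controls were LPI-stimulated DMSO wells for no effect and DMSO wells without LPI for full effect; some results filed as inactive read as strong as hits; confirmed hits need IC50 under 10 µM and bright autofluorescent wells are also inconclusive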
# Rac1 GTP hydrolysis: MgcRacGAP GTPase-activating activity inhibitors, confirmation, biochemical, ADP Hunter fluorescence; Rac GTPase-activating protein 1 (Homo sapiens); MgcRacGAP-stimulated Rac1 GTP hydrolysis, ADP Hunter fluorescence; higher % means a stronger effect; GST-tagged Rac1 F28L mutant substrate; one-dose inhibition, % at 30 µM; IC50 in µM for titrated hits; 340,000 compounds, 0.6% hits;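 active = first-screen hits whose inhibition reached a set limit at any dose in the follow-up dose series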;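 also: fluorescence reports GDP produced by GAP-driven GTP hydrolysis; strong numbers were not always called active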
# NTR1 ag cell count 20 µM: recorded beside NTR1 ag, whose call it bears; cell count; measured here: cell count, cytotoxicity flag
# Myeloid diff 2 GFP+ MAC1+ %: recorded beside Myeloid diff 2, whose call it bears; GFP+ MAC1+ double positive, %; measured here: differentiation confirmed by MAC1 staining
# * hit, by the source's call; i = inactive; . = no result given; + = active, no number; & = joins results of further samples. Compounds were not picked by outcome. Share with any hit: about 2.4%.
1: CCOC(=O)c1c(-c2ccccc2)csc1NC(=O)C(C)NCCCN1CCOCC1 (centres undefined)
2: Cc1ccc(NC(=O)c2ccc(CSc3ccccn3)cc2)cc1
3: CCCC(=O)NC(=S)Nc1cccc(NC(=O)c2ccccc2Cl)c1
4: COc1ccc(OC)c(N=C(N)N=C(N)N)c1
5: CCOC(=O)c1oc2cc(O)ccc2c(=O)c1-c1csc(C)n1
assay / compound	1	2	3	4	5
HIV fusion peptide	0.5%	-0.2%	5.1%	2.1%	-2.7%
Myeloid diff 2	i	i	i	i	i
SIAH1 antagonists	15%	2%	3%	5%	1%
Rac1 GTP hydrolysis	86µM*	10%	5%	2%	9%
GPR35 antagonists	-9%	14%	0%	-18%	5%
NTR1 ag	6.4	2.9	2.3	-0.3	0.5
NTR1 ag cell count 20 µM	43	41	35	55	25
PhoP inhibition	5%	8%	-10%	4%	-11%
Myeloid diff 2 GFP+ MAC1+ %	1.0	0.9	0.5	0.3	0.7
GPR55 LPI antagonism	-1%	-10%	5%	2%	2%
LYP inhibition	-6%	-7%	2%	-6%	3%

6: O=C(NCc1ccccc1)N1CCC(Cc2ccccc2)CC1
7: O=C(Cc1cccs1)N/N=C/C=C\c1ccco1
8: O=C1COc2ccc(C(=O)CSc3nnc(-c4cccs4)n3Cc3ccccc3)cc2N1
9: CN(CCNC(=O)c1cn(C)c2ccc(S(=O)(=O)N(C)C)cc2c1=O)CCc1ccccc1
10: CCCCC(=O)NCc1ccccc1Cl
assay / compound	6	7	8	9	10
HIV fusion peptide	0.6%	70%*	-0.4%	0.6%	-1.9%
Myeloid diff 2	i	i	i	i	i
SIAH1 antagonists	-2%	36%	1%	3%	-2%
Rac1 GTP hydrolysis	9%	23%	8%	9%	9%
GPR35 antagonists	-16%	-14%	13%	-1%	-2%
NTR1 ag	-0.2	0.4	0.9	1.4	0.2
NTR1 ag cell count 20 µM	61	79	105	56	50
PhoP inhibition	-9%	13%	9%	-3%	6%
Myeloid diff 2 GFP+ MAC1+ %	0.0	1.0	0.2	3.3	0.6
GPR55 LPI antagonism	-4%	-2%	-6%	11%	11%
LYP inhibition	-7%	10%	9%	4%	-12%

# Copied from the results shown (five entries):
4: COc1ccc(OC)c(N=C(N)N=C(N)N)c1
5: CCOC(=O)c1oc2cc(O)ccc2c(=O)c1-c1csc(C)n1
6: O=C(NCc1ccccc1)N1CCC(Cc2ccccc2)CC1
7: O=C(Cc1cccs1)N/N=C/C=C\c1ccco1
8: O=C1COc2ccc(C(=O)CSc3nnc(-c4cccs4)n3Cc3ccccc3)cc2N1
assay / compound	4	5	6	7	8
HIV fusion peptide	2.1%	-2.7%	0.6%	70%*	-0.4%
Myeloid diff 2	i	i	i	i	i
SIAH1 antagonists	5%	1%	-2%	36%	1%
Rac1 GTP hydrolysis	2%	9%	9%	23%	8%
GPR35 antagonists	-18%	5%	-16%	-14%	13%
NTR1 ag	-0.3	0.5	-0.2	0.4	0.9
NTR1 ag cell count 20 µM	55	25	61	79	105
PhoP inhibition	4%	-11%	-9%	13%	9%
Myeloid diff 2 GFP+ MAC1+ %	0.3	0.7	0.0	1.0	0.2
GPR55 LPI antagonism	2%	2%	-4%	-2%	-6%
LYP inhibition	-6%	3%	-7%	10%	9%

# Additional structures follow.
11: Cc1ccc(OCC(=O)N/N=C\c2c(C)[nH]n(-c3ccccc3)c2=O)c([N+](=O)[O-])c1
12: COc1ccc(NC(=O)CSc2nc3ccccc3c(=O)n2-c2ccc3c(c2)OCO3)c(OC)c1
13: COc1ccc(/C=N/NC(=O)C2C(=O)NCC2c2ccccc2)c(OC)c1 (centres undefined)
14: CCOC(=O)C1CCN(C(=O)c2cc3c(=O)n4cccc(C)c4nc3s2)CC1
15: O=C(Nn1c(C2CCCCC2)nc2ccccc2c1=O)c1ccc([N+](=O)[O-])cc1
assay / compound	11	12	13	14	15
HIV fusion peptide	21%	-2.2%	1.3%	-0.5%	3.5%
Myeloid diff 2	i	i	i	i	i
SIAH1 antagonists	-11%	4%	1%	2%	-5%
Rac1 GTP hydrolysis	4%	1%	6%	7%	-6%
GPR35 antagonists	-10%	1%	-22%	3%	9%
NTR1 ag	0.2	0.4	0.1	0.4	0.9
NTR1 ag cell count 20 µM	73	69	81	43	90
PhoP inhibition	-10%	-7%	0%	0%	11%
Myeloid diff 2 GFP+ MAC1+ %	0.3	2.4	0.8	0.7	0.8
GPR55 LPI antagonism	5%	10%	3%	-7%	3%
LYP inhibition	0%	0%	0%	-10%	4%

16: CCS(=O)(=O)N1Cc2ccccc2CC1C(=O)Nc1cccc(S(=O)(=O)N(C)C)c1 (centres undefined)
17: O=C1/C(=C\c2cccnc2)CN(Cc2ccccc2)C/C1=C\c1cccnc1
18: CC(C)(CNc1ccc([N+](=O)[O-])cc1Cl)N1CCOCC1
19: CC(NC(=O)CN1CCCC1)C12CC3CC(CC(C3)C1)C2 (centres undefined)
20: O=C(NN=C1CCCC1)c1n[nH]c2c1CCC2
assay / compound	16	17	18	19	20
HIV fusion peptide	1.1%	-0.4%	-1.1%	-2.4%	-2.6%
Myeloid diff 2	i	.	i	i	i
SIAH1 antagonists	-2%	0%	6%	4%	-2%
Rac1 GTP hydrolysis	5%	.	8%	3%	2%
GPR35 antagonists	-4%	14%	5%	1%	10%
NTR1 ag	0.9	.	-3.2	0.0	1.5
NTR1 ag cell count 20 µM	95	.	51	86	43
PhoP inhibition	-1%	11%	8%	-2%	3%
Myeloid diff 2 GFP+ MAC1+ %	0.9	.	1.8	6.7	0.1
GPR55 LPI antagonism	1%	10%	12%	-4%	16%
LYP inhibition	-7%	-1%	-8%	-7%	-9%

21: O=c1c2cccc3c2c(nn1-c1ccccc1)-c1ccccc1-3
22: Cc1cc(C)c(NC(=O)Cn2nnc(C(=O)NCc3cccs3)c2N)c(C)c1
23: Cc1ccccc1OCC(O)CNC1CCC(NCC(O)COc2ccccc2C)CC1 (centres undefined)
24: CCc1nccn1CCC(=O)NC1CCCc2c1cnn2-c1ccc(F)cc1F (centres undefined)
25: COCc1nc2ccccc2n1CCCOc1ccccc1
assay / compound	21	22	23	24	25
HIV fusion peptide	-6.9%	0.4%	0.1%	3.1%	0.1%
Myeloid diff 2	i	i	.	i	i
SIAH1 antagonists	12%	2%	-3%	10%	2%
Rac1 GTP hydrolysis	3%	5%	11%	9%	6%
GPR35 antagonists	-9%	3%	-1%	-1%	-10%
NTR1 ag	-0.4	-0.2	19	3.1	1.5
NTR1 ag cell count 20 µM	77	93	37	51	58
PhoP inhibition	1%	-3%	-1%	2%	-10%
Myeloid diff 2 GFP+ MAC1+ %	1.0	0.5	.	1.2	1.0
GPR55 LPI antagonism	4%	-15%	12%	10%	-4%
LYP inhibition	2%	-2%	-10%	-8%	-3%

26: COc1ccc2c(c1)[nH]c1c(=O)n(Cc3ccncc3)cnc12
27: O=c1oc2ccc(Br)cc2cc1S(=O)(=O)c1ccc(F)cc1
28: NC(=O)C(c1ccccc1)C1CCCCC1 (centres undefined)
29: O=C1CNC(=S)N1Cc1ccc(F)cc1
30: CCCc1ccc2oc(C(=O)N3CCN(CCC(N)=O)CC3)c(C)c2c1
assay / compound	26	27	28	29	30
HIV fusion peptide	1.1%	1.2%	-0.1%	0.2%	-1.0%
Myeloid diff 2	i	i	i	i	i
SIAH1 antagonists	4%	4%	7%	1%	1%
Rac1 GTP hydrolysis	7%	5%	3%	1%	7%
GPR35 antagonists	5%	-1%	7%	14%	-12%
NTR1 ag	1.9	9.6	-2.2	-0.6	-0.1
NTR1 ag cell count 20 µM	67	46	55	48	49
PhoP inhibition	1%	27%	-1%	2%	7%
Myeloid diff 2 GFP+ MAC1+ %	0.0	0.2	1.2	0.4	0.7
GPR55 LPI antagonism	-4%	9%	-1%	-2%	-8%
LYP inhibition	-6%	-6%	-8%	-8%	-10%

31: COc1cc2ncnc(N[C@H](C)c3ccccc3)c2cc1OC
32: CN(CCc1ccccn1)c1ccc([N+](=O)[O-])cn1
33: CCc1nnc(NC(=O)CC(C)c2ccccc2)s1 (centres undefined)
34: CNC(=O)Oc1ccc2c(c1)[C@]1(C)CCN(C)[C@@H]1N2C
35: N#CC(c1ccccc1)N(CCCCl)C(=O)c1ccccc1 (centres undefined)
assay / compound	31	32	33	34	35
HIV fusion peptide	0.4%	0.9%	-0.9%	-0.3%&1.1%	1.8%
Myeloid diff 2	i	i	i	i	i
SIAH1 antagonists	0%	-6%	-1%	-2%&1%	-5%
Rac1 GTP hydrolysis	10%	6%	5%	2%&2%	4%
GPR35 antagonists	1%	3%	-8%	-5%&-12%	8%
NTR1 ag	-0.5	0.6	0.2	1.9&1.2	-0.1
NTR1 ag cell count 20 µM	50	52	72	71&62	77
PhoP inhibition	7%	-10%	-5%	-1%&-7%	0%
Myeloid diff 2 GFP+ MAC1+ %	0.0	0.8	0.5	1.8&1.7	0.1
GPR55 LPI antagonism	2%	-12%	6%	1%&4%	0%
LYP inhibition	-2%	-6%	-1%	-4%&-9%	-6%

36: CC(C)=C1C2CCC1C1C(=O)N(c3nccs3)C(=O)C21 (centres undefined)
37: CC(C)c1ccc(/C=C(\c2nc3ccccc3[nH]2)S(=O)(=O)c2ccccc2)cc1
38: CCN(CCCNC(=O)C1CCN(S(=O)(=O)c2cnc[nH]2)CC1)c1cccc(C)c1
39: COc1ccc(/C=N/NC(=O)c2ccc(Br)cc2)cc1Cn1cc(Cl)cn1
40: CCc1ccc(S(=O)(=O)Nc2ccc(-c3nc4cccnc4s3)cc2)s1
41: CCOc1ccc(NC(=S)Nc2ccc(OC)cc2)cc1
assay / compound	36	37	38	39	40	41
HIV fusion peptide	-0.9%	-1.0%	-3.9%	-5.5%	1.6%	-0.8%
Myeloid diff 2	i	+	.	i	i	i
SIAH1 antagonists	8%	-4%	-4%	34%	-4%	0%
Rac1 GTP hydrolysis	-4%	-3%	9%	2%	5%	7%
GPR35 antagonists	-6%	7%	12%	1%	-4%	9%
NTR1 ag	-1.7	25	-2.7	2.0	3.6	0.3
NTR1 ag cell count 20 µM	65	42	97	80	99	47
PhoP inhibition	10%	0%	8%	5%	-8%	2%
Myeloid diff 2 GFP+ MAC1+ %	0.7	6.8*	.	0.3	3.0	0.3
GPR55 LPI antagonism	8%	21%	-12%	-14%	1%	2%
LYP inhibition	-6%	0%	-8%	-1%	-13%	-6%
